Screens from PubChem BioAssay.
BRCA1 expr act – qHTS Assay to Identify Small Molecule Activators of BRCA1 Expression; MCF7-BRCA1-FFLuc reporter, luminescence, 48 h; response scale: scaled: vehicle 0%, 10 µM genistein 100%; Potency, µM (doses to about 46.1 µM), without a hit: at the top dose activation, most hits filed as activators; hit rate 1.1% among 380,000; AID 624202, 2012; active = well fitted activation curve with a large enough effect; also: nearly all actives have a fitted effect of over 80% in size; some results filed as inactive show a strong effect at the top dose
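Reporter cells (MCF7, BRCA1 promoter-firefly luciferase) received library compounds across a concentration series for 48 h. End-point luminescence was measured and concentration-effect curves derived after normalization.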
The depositor's hits bear a star. Potency is read from the fitted curve at half-maximal effect. This is a subset; the hit share may differ from the screen's.

SMILES	BRCA1 expr act
COc1ccc(Cl)cc1-c1cc(C(=O)NCc2cccc(C(F)(F)F)c2)[nH]n1	-27%
C[C@H]1CN([C@@H](C)CO)C(=O)CCCn2cc(nn2)CO[C@@H]1CN(C)S(=O)(=O)c1cccc(C#N)c1	-1%
COc1cc2c(cc1O)C(CSC)Cc1cc3c(cc1N(C)CC2)OCO3 (centres undefined)	-31%
CCNC(=O)C1CCCN(C(=O)c2cccc3ccccc23)CC1 (centres undefined)	0%
O=C(NCCN1CCC(n2c(=O)[nH]c3ccccc32)CC1)c1ccncc1	-20%
COCCNC(=O)C1(C)CCN(C(=O)c2sc(-c3ccccc3)nc2C)C1 (centres undefined)	-4%
CCc1nc2c(OCCC3CCCCC3)cccn2c1N(C=O)Cc1ccccc1	-33%
CC1(C(=O)NS(=O)(=O)c2ccc(C#N)cc2)CCN1C(=O)C1(c2ccc(Cl)cc2)CCC1 (centres undefined)	12%
O=C(c1[nH]c(C(F)(F)F)nc1-c1ccccc1)N1CCCN(Cc2ccc(F)cc2)CC1	12%
O=C(NCc1cccc(C(F)(F)F)c1)c1csc([C@@H]2C[C@H](O)[C@@H](CO)O2)n1	20%
COCCN(CCOC)Cc1cc(=O)oc2cc(OC)c(Cl)cc12	5%
O=C(c1ccco1)N1CCN(C2CN(Cc3ccc(F)cc3)S(=O)(=O)C2)CC1 (centres undefined)	13%
O=C(CC1SCCNC1=O)NCc1ccccc1 (centres undefined)	32%
Cc1ccc2nc(-c3cccc(Br)c3)c(Cc3ccccn3)n2c1	83%
COc1cccc2sc(=NC(=O)CS(=O)(=O)c3ccccc3)n(C)c12	58%
CC(C)(C)Cc1c(-c2ccc(C#N)cc2)nc2ccc(Cl)cn12	10%
COc1ccc(CC(N)c2csc(NC(=O)NCCc3ccc(OC)c(OC)c3)n2)cc1 (centres undefined)	-26%
CCN1CCN(C(C(=O)NC2CCCCC2)c2cc3ccccc3o2)CC1 (centres undefined)	-10%
C#CCNC(=O)C[C@@H]1C[C@@]2(C(=O)OC)CCCCC=C2N(Cc2ccc(Cl)cc2Cl)C1=O	-9%
O=C(c1nc2ccc(Cl)cn2c1CN1CCC[C@H]1CO)N1CCc2ccccc2C1	-22%
CC1(Cc2ccc(Cl)s2)C(=O)Nc2c(Cl)ccc(Cl)c21 (centres undefined)	-41%
COc1ccc(C(O)c2ncc(-c3cccc(OCc4ccccc4)c3)[nH]2)cc1F (centres undefined)	-21%
COc1ccc(-c2[nH]nc3nc(N4CCN(C(=O)c5ccoc5)CC4)cc(C(F)(F)F)c23)cc1	-56%
CCc1ccc(C(O)c2ncc(-c3ccccc3C(F)(F)F)[nH]2)cc1 (centres undefined)	0%
Cc1ccc(S(=O)(=O)NN2CCCCCC2)cc1	10%
Further records follow:
SMILES	BRCA1 expr act
COCOCCn1cc(CN2CCS(=O)(=O)N(Cc3ccc(-c4ccc(OC)nc4)cc3)C(C(C)C)C2=O)nn1 (centres undefined)	-7%
CCCc1c(C(=O)N/N=C(\CC)c2ccccc2)nnn1-c1nonc1N	-19%
Cc1cccc(C)c1N1CCN(C(c2ccnc3ccccc23)c2nnnn2-c2ccc3c(c2)OCCO3)CC1 (centres undefined)	-43%
COc1ccc(C2NC(=O)c3ccccc3N2)c(OC)c1OC (centres undefined)	-14%
COc1cccc(C(=O)N2CCC[C@H]2C(=O)N2CCC[C@H]2C(=O)NCc2ccc(F)cc2F)c1	6%
O=C(C#Cc1ccccc1)c1ccccc1	-84%
CCCCNC(=O)C1(C)CCN1C(=O)c1ccc(OC)c(F)c1 (centres undefined)	-8%
CC(O)(c1cccc(F)c1)c1nc(-c2ccc(Cl)cc2)cs1 (centres undefined)	6%
NC(c1csc(Nc2cc(NCc3ccco3)ncn2)n1)c1ccccc1Cl (centres undefined)	-23%
CCOC(=O)C1(C)CCN1C(=O)c1cccc(OC)c1 (centres undefined)	0%
CCc1noc(C)c1C(=O)N(CC)CC(=O)NCc1ccc(F)cc1	0%
COCCNC(=O)C1(C)CCN(Cc2csc(-c3ccc(Cl)cc3)n2)C1 (centres undefined)	19%
C[C@@H]1CN([C@@H](C)CO)C(=O)c2c(c3ccccc3n2C)-c2ccccc2CO[C@H]1CN(C)S(=O)(=O)c1ccc(C#N)cc1	-54%
CC(C)C(=O)N1CCCCCCN1C(=O)C(C)C	1%
Cn1ccc(=O)c2cc([N+](=O)[O-])ccc21	-6%
CCc1oc(-c2ccc(OC)cc2)c(C(=O)OCCCCCO)c1C(C)OCCO (centres undefined)	-8%
C[C@H](CO)N1C[C@H](C)[C@H](CN(C)S(C)(=O)=O)OCc2ccccc2-c2c(n(C)c3ccccc23)C1=O	0%
COc1ccc(C(CNC(=O)CCNS(=O)(=O)c2ccccc2)N2CCOCC2)cc1 (centres undefined)	-8%
CC1(C(=O)Nc2cccc(C#N)c2)CCN1C(=O)C1(c2ccccc2)CC1 (centres undefined)	8%
CC(=O)N1N=C(c2ccc(Br)cc2)CC1c1cccc([N+](=O)[O-])c1 (centres undefined)	-2%
CCOC(=O)C1CCCN(C(=O)c2[nH]c(C(F)(F)F)nc2-c2ccccc2)C1 (centres undefined)	11%
S=C(NN=Cc1ccccn1)Nc1ccccn1	-5%
CC(=O)N1CCN(Cc2cc(=O)oc3ccccc23)CC1	6%
OC[C@@H]1CN(Cc2cccs2)C[C@H](n2cnc3c(NC4CCCC4)ncnc32)O1	-5%
O=C1OC(Cc2ccccc2)(c2ccccc2)c2ccccc21 (centres undefined)	-33%
Continued.
SMILES	BRCA1 expr act
CCNC(=O)C1(C)CCN(C(=O)c2cc(F)ccc2C)C1 (centres undefined)	33%
CN1OC[C@@H]2CN(C(=O)C(C)(C)C)[C@H](c3ccc(-n4ccnc4)cc3)C[C@@H]21	4%
COCOCCn1cc(CN2CCS(=O)(=O)N(Cc3ccc(-c4ccc(OC)c(OC)c4)cc3)C(C)C2=O)nn1 (centres undefined)	-6%
N#Cc1ccc(S(=O)(=O)NC[C@H]2O[C@@H](n3ccc(N)nc3=O)[C@H](O)[C@@H]2O)cc1	13%
CCNC(=O)C1(C)CCCN(C(=O)Cc2ccc(OC)c(OC)c2)C1 (centres undefined)	2%
O=C(NCC1CC1)c1cccc2c(-c3ccc(F)c(F)c3)coc12	3.5µM*
Cc1cccc(-c2ccc3[nH]c4c(c3c2)CCN2C[C@@H]([C@H](C)OC(=O)Nc3ccccc3C)[C@@H](N(C)C(=O)Nc3ccccc3C)C[C@@H]42)c1	-48%
COc1ccc(CCN2CC(C(=O)NCc3cn(C)nc3C)CCC2=O)cc1 (centres undefined)	5%
CCC[C@H]1CN(Cc2cccnc2)C(=O)[C@@H]1CC(=O)Nc1ccc(Br)cc1	4%
COc1ccc(Cc2c(-c3cccc(Cl)c3)nc3ccc(Cl)cn23)c(C)c1	1%
O=C1NCCN1CCNc1nc(NCc2ccccc2)nc2ccsc12	-60%
C[C@H]1CN([C@@H](C)CO)C(=O)CCCn2cc(nn2)CO[C@@H]1CN(C)S(=O)(=O)c1ccc(Cl)cc1	24%
CN(C)S(=O)(=O)c1cccc(C(=O)N2CCN(S(=O)(=O)c3ccc4c(c3)OCCO4)CC2)c1	4%
COCCCn1cc(CN(C)C2CN(Cc3cn(CCCOC)nn3)S(=O)(=O)C2)nn1 (centres undefined)	15%
NC(=O)c1ccc(NCCc2ccco2)cc1	25%
COc1ccccc1NC(=O)COC(=O)Cn1c(C)csc1=O	23%
O=C(NCc1cccnc1)c1cc(C2CCCCN2S(=O)(=O)c2cccc3cccnc23)on1 (centres undefined)	14%
CC(=O)Oc1ccc(Cn2c(C)c(C(=O)NCc3cccc(C(F)(F)F)c3)sc2=O)cc1	-48%
C(=C\c1ccccc1)/CN1CCN(C(CCc2ccccc2)c2nnnn2C2CCCC2)CC1 (centres undefined)	-4%
CCOC(=O)C1(C)CCCN(C(=O)c2c(F)ccc(C)c2F)C1 (centres undefined)	19%
CC1=C(C#N)C(=O)NC1(C)O (centres undefined)	1%
CC(C)(C)n1nnnc1C(c1ccccc1OC(F)(F)F)N1CCN(C/C=C/c2ccccc2)CC1 (centres undefined)	-52%
COc1ccc(NS(=O)(=O)c2ccc(C)c(C(=O)NCCCn3ccnc3)c2)cc1	-5%
Cc1ccc(NC(=O)C2(C)CCCN(C(C)C)C2)cc1C (centres undefined)	17%
O=C(NCc1ccc(F)cc1)c1cc(C2CCCN(S(=O)(=O)c3ccccc3)C2)on1 (centres undefined)	-29%

Quoted from the listing.
BRCA1 expr act with O=C(NCC1CC1)c1cccc2c(-c3ccc(F)c(F)c3)coc12 reads 3.5µM*
BRCA1 expr act with N#Cc1ccc(S(=O)(=O)NC[C@H]2O[C@@H](n3ccc(N)nc3=O)[C@H](O)[C@@H]2O)cc1 reads 13%
BRCA1 expr act with COc1ccc(CCN2CC(C(=O)NCc3cn(C)nc3C)CCC2=O)cc1 (centres undefined) reads 5%
BRCA1 expr act with COCOCCn1cc(CN2CCS(=O)(=O)N(Cc3ccc(-c4ccc(OC)c(OC)c4)cc3)C(C)C2=O)nn1 (centres undefined) reads -6%
BRCA1 expr act with CC(C)(C)n1nnnc1C(c1ccccc1OC(F)(F)F)N1CCN(C/C=C/c2ccccc2)CC1 (centres undefined) reads -52%

Other compounds
SMILES	BRCA1 expr act
CN(C)c1ccc(N=Nc2ccc(S(=O)(=O)O)cc2)cc1	8%
CN(C(=O)CN1CCN(c2cc(-c3ccc(OCc4ccccc4)cc3)ncn2)CC1)c1ccccc1	-9%
O=C(O)C1C=CCC(C(=O)O)C1 (centres undefined)	6%
Cc1cccc(NC(=O)c2nc[nH]c2C(=O)N[C@H](C)CO)c1	-2%
Cc1cccc(-n2c(C)nc3cc(C(=O)NCCN4CCOCC4)ccc32)c1	-2%
CCCOc1ccc(F)cc1-c1cc(C(=O)NCc2ccc(C(F)(F)F)cc2)[nH]n1	-30%
COc1cccc(C(O)c2ncc(-c3cccc(C(F)(F)F)c3)[nH]2)c1 (centres undefined)	9%
CCCc1nc2c3ccccc3ccn2c1Cc1cccc(F)c1	40%
CC1(C(=O)Nc2cccc(NS(C)(=O)=O)c2)Cc2c(-c3ccc(C(N)=O)cc3)ccnc2O1 (centres undefined)	14%
COC(=O)c1cc(C)nc(Nc2nc(C(N)Cc3ccc(Cl)cc3)cs2)n1 (centres undefined)	2%
CC1CCCCC1NC(=O)CN1CCC(NC(=O)C(C)(C)C)CC1 (centres undefined)	-1%
CCc1nc2ccc(C(=O)N3CCCCC3)cn2c1N(CCC(C)C)CCN(C)C	0%
CCCCCCCCN1C(=O)[C@H](CC(=O)N2CCC(c3ccccc3)CC2)C[C@@]2(C(=O)OC)CCCCC=C12	-20%
C[C@H]1Cn2cnc(C(=O)N[C@H](C)c3ccccc3)c2C(=O)N1	30%
COc1cccc(CNC(=O)c2cc(S(=O)(=O)N3CCCCC3)ccc2C)c1	-3%
COc1cc(CCN=Cc2cc(Cl)cc(Cl)c2O)c([N+](=O)[O-])cc1OC	13%
CCc1nc2ccc(C(=O)Nc3cccc(OCC(=O)N(C)C)c3)cn2c1N(C)C(=O)c1ccncc1	-9%
CCCCC(=O)N(C)c1c(CC)nc2c(OCC(=O)C(C)(C)C)cccn12	-7%
O=C(NCc1cccc(C(F)(F)F)c1)c1csc([C@@H]2O[C@H](CO)[C@H](O)[C@H](O)[C@H]2O)n1	9%
C#CCN(C[C@@H]1[C@@H](OC(=O)Nc2cccs2)[C@@H](OC(=O)Nc2cccs2)Cn2c(=O)ccc(=O)n21)S(=O)(=O)c1ccc(C)cc1	-72%
CC(O)(c1ccc(F)c(F)c1)c1nc(-c2csc3ccccc23)cs1 (centres undefined)	-2%
CCOC(=O)N(C)C[C@H]1OCc2cnnn2CCCC(=O)N([C@H](C)CO)C[C@H]1C	-1%
C[C@@H]1CN([C@@H](C)CO)C(=O)c2cc(NS(C)(=O)=O)ccc2O[C@@H](C)CCCCO[C@H]1CN(C)Cc1ccc2c(c1)OCO2	0%
CCN(CC)C(=O)c1csc(COCCO)n1	0%
CC(=O)N1Cc2cc(C(=O)NCc3cccc(F)c3)nc(-c3cccc(C4=CCCCC4)c3)c2[C@H]1CCO	-18%

In a second layout: entries from further up
CC(C)C(=O)N1CCCCCCN1C(=O)C(C)C
  BRCA1 expr act = 1%
Cc1ccc2nc(-c3cccc(Br)c3)c(Cc3ccccn3)n2c1
  BRCA1 expr act = 83%
CC1CCCCC1NC(=O)CN1CCC(NC(=O)C(C)(C)C)CC1 (centres undefined)
  BRCA1 expr act = -1%
CC1(C(=O)Nc2cccc(NS(C)(=O)=O)c2)Cc2c(-c3ccc(C(N)=O)cc3)ccnc2O1 (centres undefined)
  BRCA1 expr act = 14%

Following part:
SMILES	BRCA1 expr act
COc1ccc(CCNC(=O)CNC(=O)N2CC(=O)Nc3ccccc32)cc1OC	0%
CCC(=O)N1Cc2cc(C(=O)NCc3cccc(F)c3)nc(-c3cccc(C4=CCCC4)c3)c2[C@H]1CCO	0%
O=C(OCCO)c1c(-c2ccccc2)oc2c1C(OCCO)CCC2 (centres undefined)	17%
CCCCCc1c(-c2cccc(OC)c2)ncn1CCc1ccccc1OC	-42%
Cc1ccc(Cc2c(-c3ccccc3)nc3cc(C)ccn23)cc1	68%
CCCC(=O)N1CCC1(C)C(=O)Nc1ccc(C)cc1 (centres undefined)	30%
COc1ccc(-c2c(C(=O)c3ccc(Br)cc3)[nH]c(N)c2C(=O)c2ccccc2)cc1OC	0%
C=C(/C=C/c1ccc(N(C)C)cc1)c1nc2ccccc2s1	-23%
OC[C@@H]1CN(Cc2ccncc2)C[C@H](n2cnc3c(N4CCOCC4)ncnc32)O1	-10%

Random excerpt: two entries already listed
SMILES	BRCA1 expr act
O=C(O)C1C=CCC(C(=O)O)C1 (centres undefined)	6%
CCNC(=O)C1CCCN(C(=O)c2cccc3ccccc23)CC1 (centres undefined)	0%
